BRCA1 expr up = BRCA1 expression activation | MCF7-BRCA1-FFLuc reporter, luminescence, 48 h; response scale: scaled: vehicle 0%, 10 µM genistein 100% | Potency, µM (top dose mostly 46.1 µM), inactives show at the highest dose activation, hits mostly activators | actives 1.1% (n = 380,000); note: potency is the fitted concentration of half-maximal effect; nearly all actives have a fitted effect of over 80% in size; some results filed as inactive show a strong effect at the top dose
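MCF7-BRCA1-FFLuc, 2000 cells/well; 2 h attach, 37 °C/5% CO2; compound 48 h; luciferase substrate 15 min; luminescence end-point. Norm. to genistein 10 microM max activation and DMSO; concentration-response curves fitted.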
ELG1 DNA repair = inhibitors of ELG1-dependent DNA repair in HEK293T cells. actives 2.3% (n = 330,000). HEK293T ELG1-luciferase reporter, luminescence, 16 h; DNA damage induced by 5-fluorouridine. Potency, µM (doses to about 46.1 µM), without a hit: at the top dose activity change, negative = inhibition, hits mostly inhibitors. AID 504467; note: potency is the fitted concentration of half-maximal effect; % is set by controls: 0 for no effect and ±100 for the full control effect; nearly all actives have a fitted effect of over 55% in size
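5-Fluorouridine DNA damage + compound/DMSO, 2,000 cells/well, 16 h, 37 °C/5% CO2. ONE-Glo, 30 min RT, luminescence. Readout = decrease in reporter signal.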
ELG1 genotox = genotoxicity induction in ELG1-luciferase HEK293T cells | HEK293T ELG1-luciferase reporter, luminescence, 16 h | Potency, µM (top dose mostly 46 µM), for the others: at the highest dose activity change, positive = activation, hits mostly activators | AID 504466 | actives 1.3% (n = 330,000); note: potency is the fitted concentration of half-maximal effect; % of control where 0% means no effect; nearly all actives have a fitted effect of over 60% in size
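Genotoxicity was scored as increased ELG1-luciferase reporter signal, measured by ONE-Glo luminescence (30 min, room temperature). Compound or vehicle exposure of the HEK293T reporter cells lasted 16 hr at 37°C.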
NPC1 prom act = NPC1 promoter activation. Potency, µM (titrated, usually from 9.22 µM), for the others: top-dose activation, usual class: activators. AID 485313. Huh7 NPC1 promoter luciferase reporter, 24 h. actives 2.4% (n = 320,000);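 note: potency is the fitted concentration of half-maximal effect; % of control where 0% means no effect; nearly all actives have a fitted effect of over 60% in size; reporter is driven by a mutant NPC1 promoter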
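Luciferase expression driven by the NPC1 promoter was measured in stably transfected Huh7 cells after a 24 h compound incubation, using a luciferase reagent and a luminescence read.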
RORg inh = inhibitors of mouse ROR gamma transcriptional activity; Drosophila S2 Gal4-RORgamma UAS-luciferase reporter, 20 h; Potency, µM (doses to about 53.6 µM), without a hit: at the highest dose activity change, negative = inhibition, hits mostly inhibitors; actives 5.4% (n = 310,000); note: potency is the fitted concentration of half-maximal effect; % is set by controls: 0 for no effect and ±100 for the full control effect; nearly all actives have a fitted effect of over 60% in size
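In this cell-based reporter format, copper sulfate (700 uM final) drives Gal4–ROR gamma fusion expression from a metallothionein promoter in Drosophila Schneider cells; compounds preincubated 1 hr, reporter read after 20 hr at ambient temperature.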
p53 reactivation = re-activators of mutant p53 | Potency, µM (series often up to 92.2 µM), for inactives: at the top dose activity change, positive = activation, usual class: activators | AID 504706 | H1299 p53-A138V BP100-luciferase reporter, luminescence, 24 h | actives 0.063% (n = 320,000); note: potency is the fitted concentration of half-maximal effect; % of control where 0% means no effect; nearly all actives have a fitted effect of over 45% in size
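p53-null H1299 cells stably carrying temperature-sensitive p53-A138V and a BP100-luciferase reporter were pinned with compounds (4-point, 1:5 series) and held 24 hrs at 37 deg C. Luminescence was read 10 min after detection reagent.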
Tb PFK block = T. brucei PFK enzyme inhibition; O15648; T. brucei PFK, ADP-Glo luminescence; Potency, µM (highest dose often 57.5 µM), for the others: top-dose activity, negative = inhibition, most hits filed as inhibitors; actives 0.17% (n = 330,000); AID 485367;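 note: potency is the fitted concentration of half-maximal effect; 0% = uninhibited 1x PFK enzyme wells and -100% = no-enzyme wells; nearly all actives have a fitted effect of over 60% in size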
Target sequence (O15648 whole entry, looked up): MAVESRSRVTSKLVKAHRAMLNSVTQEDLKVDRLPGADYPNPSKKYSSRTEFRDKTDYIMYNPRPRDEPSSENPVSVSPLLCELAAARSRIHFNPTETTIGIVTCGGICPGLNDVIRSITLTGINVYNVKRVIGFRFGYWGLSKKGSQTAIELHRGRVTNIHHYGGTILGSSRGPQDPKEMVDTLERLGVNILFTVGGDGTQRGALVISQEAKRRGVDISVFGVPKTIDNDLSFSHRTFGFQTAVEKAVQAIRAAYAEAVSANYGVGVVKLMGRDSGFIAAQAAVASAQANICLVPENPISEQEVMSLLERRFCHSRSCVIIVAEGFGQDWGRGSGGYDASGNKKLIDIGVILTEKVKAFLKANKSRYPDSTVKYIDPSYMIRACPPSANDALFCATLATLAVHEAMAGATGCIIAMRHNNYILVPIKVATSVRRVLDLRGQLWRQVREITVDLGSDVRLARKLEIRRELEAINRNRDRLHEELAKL
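In TEA buffer at pH 8.0 with 5 mM MgCl2, enzyme (1.25 nM) converted F6P (0.5 mM) and ATP (0.1 mM) for 45 min at room temperature. ADP product was read by luciferase luminescence.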
TRPV1 agonist = activates the human vanilloid receptor TRPV1; Q8NER1; TRPV1-expressing cells, Fluo-8 calcium influx, agonist mode; activation, % at 8.33 µM; actives 0.19% (n = 320,000); AID 540275; in the data active = activation above about 80%; inconclusive = between about 30% and that limit; note: 0% is about no effect
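Fluo-8 calcium influx in TRPV1-expressing cells, kinetic read (ex 480/em 520 nm). Compound added and read 3 min for agonist activity, followed by capsaicin at EC20 final and 2 min further read for enhancement.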
VP16 counter = Gal4-VP16 reporter inhibition counter-screen | Drosophila S2 Gal4-VP16 UAS-luciferase, luminescence, 20 h | Potency, µM (highest dose often 53.6 µM), inactives show at the top dose activity, negative = inhibition, most hits filed as inhibitors | actives 3.5% (n = 310,000) | AID 2546;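 note: Gal4-VP16 expression switched on by copper sulfate through the metallothionein promoter; potency is the fitted concentration of half-maximal effect; % is set by controls: 0 for no effect and ±100 for the full control effect; nearly all actives have a fitted effect of over 50% in size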
Rab9 prom act = activators of Rab9 promoter; Huh7 Rab9 promoter-luciferase reporter, luminescence, 24 h; Potency, µM (titrated, usually from 9.22 µM), without a hit: at the top dose activation, negative = inhibition, hits mostly activators; actives 2.8% (n = 320,000); note: potency is the fitted concentration of half-maximal effect; % of control where 0% means no effect; nearly all actives have a fitted effect of over 60% in size
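Promoter activation is measured as luciferase luminescence in Huh7 cells stably transfected with a Rab9 promoter–luciferase construct, following 24 h compound exposure at 37 °C and 10 min reagent incubation at ambient temperature.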
FLuc counter = inhibits or activates purified firefly luciferase, miR-21 counter-screen; P08659; purified FLuc, Km substrates, luminescence inhibition; Potency, µM (top dose mostly 57.5 µM), inactives show at the highest dose activity change, negative = inhibition, actives largely listed as inhibitors; actives 6.9% (n = 360,000);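 note: potency is the fitted concentration of half-maximal effect; plate controls were vehicle for no effect and reference inhibitor for full effect; nearly all actives have a fitted effect of over 55% in size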
Target sequence (P08659 whole entry, looked up): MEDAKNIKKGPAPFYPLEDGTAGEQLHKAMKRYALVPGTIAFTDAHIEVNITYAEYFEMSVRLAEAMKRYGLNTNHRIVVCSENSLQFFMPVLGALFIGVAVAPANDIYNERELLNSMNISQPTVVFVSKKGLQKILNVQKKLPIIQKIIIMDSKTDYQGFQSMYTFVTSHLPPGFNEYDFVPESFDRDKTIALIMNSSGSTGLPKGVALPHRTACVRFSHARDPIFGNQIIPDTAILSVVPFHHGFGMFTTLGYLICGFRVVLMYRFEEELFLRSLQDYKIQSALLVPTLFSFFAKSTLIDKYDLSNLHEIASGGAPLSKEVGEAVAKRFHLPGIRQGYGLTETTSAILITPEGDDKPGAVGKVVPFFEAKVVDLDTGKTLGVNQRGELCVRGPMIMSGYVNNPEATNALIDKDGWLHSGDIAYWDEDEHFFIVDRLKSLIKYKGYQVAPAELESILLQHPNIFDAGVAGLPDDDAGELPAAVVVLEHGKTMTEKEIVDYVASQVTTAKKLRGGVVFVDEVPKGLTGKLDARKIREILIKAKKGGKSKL
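Purified P. pyralis luciferase, 10 nM final, with Km-level 10 uM D-luciferin and 10 uM ATP in 50 mM Tris acetate pH 7.5, 10 mM Mg acetate, 0.01% Tween-20, 0.05% BSA; 6-point qHTS titration about 60 µM downward; luminescence read.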
Numbers without * were called inactive; & = joins results of further samples; [ ] = dose if it differs, or a comment. Unless noted, calls come from the whole dose curve; as a rule, active = well fitted curve in the direction sought with a large enough effect; inconclusive = small, poorly fitted or top-dose-only effect, or another doubt; inactive = no such curve, though single readings can be large; an effect the other way counts as inactive or inconclusive.

`Cc1ccc(OS(=O)(=O)c2ccc(N3C(=O)CCC3=O)cc2)cc1` gave BRCA1 expr up 3%, ELG1 DNA repair -4%, ELG1 genotox -7%, NPC1 prom act -1%, RORg inh inconclusive, p53 reactivation 2%, Tb PFK block 2%, TRPV1 agonist 8, VP16 counter inconclusive, Rab9 prom act 4% and FLuc counter 1%.
`O=C(Nc1ccc(-n2cccn2)cc1)C1CCCCN1Cc1cccc2c1OCO2` (stereo not given) gave BRCA1 expr up -31%, ELG1 DNA repair 8.2µM*, ELG1 genotox 3%[9.26 µM], NPC1 prom act -21%, RORg inh 9%, p53 reactivation 11%, Tb PFK block -5%, TRPV1 agonist inconclusive, VP16 counter -4%, Rab9 prom act -7% and FLuc counter 2%.
For Cc1cc(-n2c(C)cc(C(=O)COc3cccnc3[N+](=O)[O-])c2C)no1 the results were BRCA1 expr up -67%, ELG1 DNA repair -2%, ELG1 genotox 3%, NPC1 prom act 6%, p53 reactivation inconclusive, Tb PFK block -1%, TRPV1 agonist -1, Rab9 prom act 11% and FLuc counter -7%.
For CC1CCCCN1C(=O)CSc1ccc(-c2ccc(F)cc2)nn1 (stereo not given) the results were BRCA1 expr up 75%, ELG1 DNA repair 24%, ELG1 genotox 21%, NPC1 prom act 17%, RORg inh 30%, p53 reactivation 14%, Tb PFK block -9%, TRPV1 agonist 14, VP16 counter -11%, Rab9 prom act 27% and FLuc counter inconclusive.
`COc1cc(C(C)=O)ccc1OCc1cc(C(=O)N2CCSCC2)no1` gave BRCA1 expr up 52%, ELG1 DNA repair 13%, ELG1 genotox 3%, NPC1 prom act 9%, RORg inh 24%, p53 reactivation 7%, Tb PFK block -11%, TRPV1 agonist 9, VP16 counter 13%, Rab9 prom act 4% and FLuc counter -3%.
For COc1ccnc(N2CCN(c3cccc(C(F)(F)F)c3)CC2)c1C#N the results were BRCA1 expr up 1%, ELG1 DNA repair -9%, ELG1 genotox -3%, NPC1 prom act -6%, RORg inh -15%, p53 reactivation -16%, Tb PFK block -5%, TRPV1 agonist 4, VP16 counter 2%, Rab9 prom act -8% and FLuc counter 1%.
CN(C1CCCCC1)S(=O)(=O)c1ccc(NC(=O)CCC(=O)O)cc1 was read as BRCA1 expr up 0%, ELG1 DNA repair -5%, ELG1 genotox -1%, NPC1 prom act -1%, RORg inh -7%, p53 reactivation 10%, Tb PFK block -3%, TRPV1 agonist 0, VP16 counter -13%, Rab9 prom act -6% and FLuc counter 4%.
Screening CCCCCn1c(=O)[nH]c2cc(C(=O)N3CCN(c4ccccc4F)CC3)ccc2c1=O returned BRCA1 expr up -36%&3%, ELG1 DNA repair -18%, ELG1 genotox 2%, NPC1 prom act -4%, RORg inh inconclusive, p53 reactivation 9%, Tb PFK block 2%, TRPV1 agonist 3, VP16 counter -16%, Rab9 prom act -11% and FLuc counter 1%&-1%.
COc1cc2ccccc2cc1C(=O)N(CCN(C)C)c1nc2c(F)cc(F)cc2s1 was read as BRCA1 expr up -4%, ELG1 DNA repair inconclusive, ELG1 genotox -7%, NPC1 prom act 3%, RORg inh 18%, p53 reactivation -8%, Tb PFK block -1%, TRPV1 agonist -3, VP16 counter -17%, Rab9 prom act -3% and FLuc counter 2%.
For CCOc1cc(NC(=S)NCC2CCCO2)c(OCC)cc1NC(=O)c1ccccc1C (stereo not given) the results were BRCA1 expr up -1%, ELG1 DNA repair -12%, ELG1 genotox -2%, NPC1 prom act 0%, RORg inh 10µM*, p53 reactivation 13%, Tb PFK block 0%, TRPV1 agonist 19, VP16 counter inconclusive, Rab9 prom act -2% and FLuc counter 3%.
`CS(=O)(=O)N1CCN(c2ccnc3cc(Cl)ccc23)CC1` gave BRCA1 expr up 28%, ELG1 DNA repair -13%, ELG1 genotox 1%, NPC1 prom act -3%, RORg inh -2%, p53 reactivation -7%, Tb PFK block -3%, TRPV1 agonist -1, VP16 counter -2%, Rab9 prom act -1% and FLuc counter 11%.
CC(=O)Nc1ccc(S(=O)(=O)NC2=NCN(c3ccc([N+](=O)[O-])cc3)CN2)cc1 was read as BRCA1 expr up 5%, ELG1 DNA repair 12%, ELG1 genotox 3%, NPC1 prom act 0%, RORg inh -11%, p53 reactivation -2%, Tb PFK block -1%, TRPV1 agonist 21, VP16 counter -3%, Rab9 prom act 1% and FLuc counter -13%.
For Cc1cc(NCCN2CCOCC2)c2ccc3ccccc3c2n1 the results were BRCA1 expr up 82%, ELG1 DNA repair 13%, ELG1 genotox 16%, NPC1 prom act 1%, RORg inh 12%, p53 reactivation -3%, Tb PFK block 1%, TRPV1 agonist -2, VP16 counter -7%, Rab9 prom act 13% and FLuc counter -19%.
`CCc1nnc(NC(=O)CCC(=O)N2CCN(c3cc(Cl)ccc3C)CC2)s1` gave BRCA1 expr up 6%, ELG1 DNA repair -3%, ELG1 genotox -7%, NPC1 prom act 1%, RORg inh 9%, p53 reactivation -2%, Tb PFK block -1%, TRPV1 agonist 9, VP16 counter -6%, Rab9 prom act -7% and FLuc counter -1%.
Cc1cc(C)c2nc(NC(=O)c3cccc(S(=O)(=O)N4CCc5ccccc54)c3)sc2c1 was read as BRCA1 expr up -19%, ELG1 DNA repair 5%, ELG1 genotox 0%, NPC1 prom act 2%, RORg inh -7%, p53 reactivation -3%, Tb PFK block 0%, TRPV1 agonist -7, VP16 counter -11%, Rab9 prom act 0% and FLuc counter 0%.
Screening COc1cccc(CNC(=O)C(C)n2ccc3cc(S(=O)(=O)N4CCCCCC4)ccc32)c1 (stereo not given) returned BRCA1 expr up -57%, ELG1 DNA repair -18%, ELG1 genotox -7%, NPC1 prom act 2%, RORg inh -22%, p53 reactivation 1%, Tb PFK block 0%, TRPV1 agonist 7, VP16 counter 8%, Rab9 prom act 1% and FLuc counter -1%&-10%.
`CCC(C(=O)Nc1ccccc1OC)n1c(C(=O)OC)cc2ccsc21` (stereo not given) gave BRCA1 expr up -2%, ELG1 DNA repair 19%, ELG1 genotox -1%, NPC1 prom act 0%, RORg inh -33%, p53 reactivation -13%, Tb PFK block 1%, TRPV1 agonist 20, VP16 counter -4%, Rab9 prom act -8% and FLuc counter 1%.
Cc1ccc(CNC(=O)C2CCCN(c3cnccn3)C2)cc1 (stereo not given) was read as BRCA1 expr up -1%, ELG1 DNA repair -3%, ELG1 genotox 1%, NPC1 prom act 2%, RORg inh -4%, p53 reactivation 2%, Tb PFK block 1%, TRPV1 agonist 3, VP16 counter -6%, Rab9 prom act -4% and FLuc counter 1%.
Screening O=C(c1ccc(NS(=O)(=O)c2cccc(F)c2)cc1)N1CCCC1 returned BRCA1 expr up -4%, ELG1 DNA repair 20%, ELG1 genotox 1%, NPC1 prom act 2%, RORg inh 27%, p53 reactivation -3%, Tb PFK block 0%, TRPV1 agonist -4, VP16 counter -6%, Rab9 prom act 3% and FLuc counter -5%.
For CC(=O)NCCCc1nc2ccccc2n1Cc1ccc(C)cc1 the results were BRCA1 expr up 6%, ELG1 DNA repair 12%, ELG1 genotox 4%, NPC1 prom act 10%, RORg inh 36%, p53 reactivation -2%, Tb PFK block -1%, TRPV1 agonist inconclusive, VP16 counter 7%, Rab9 prom act -5% and FLuc counter 2%.
For Cc1ccc(S(=O)(=O)Nc2cccc(C(=O)N3CCN(c4ccccc4O)CC3)c2)cc1F the results were BRCA1 expr up -26%, ELG1 DNA repair -12%, ELG1 genotox -15%, NPC1 prom act -1%, p53 reactivation -3%, Tb PFK block -16%, TRPV1 agonist -3, Rab9 prom act -2% and FLuc counter 0%.
For COc1ccccc1CC(NC(C)=O)C(=O)NC1CCN(C(=O)c2ccc([N+](=O)[O-])cc2)CC1 (stereo not given) the results were BRCA1 expr up 4%, ELG1 DNA repair 0%, ELG1 genotox -2%, NPC1 prom act 5%, RORg inh -20%, p53 reactivation -5%, Tb PFK block -1%, TRPV1 agonist -2, VP16 counter 1%, Rab9 prom act 0% and FLuc counter 3%.
`Cc1ccc(Nc2nnc(SC3CCOC3=O)s2)c(C)c1` (stereo not given) gave BRCA1 expr up -3%, ELG1 DNA repair 21%, ELG1 genotox 0%, NPC1 prom act -1%, RORg inh 18%, p53 reactivation 16%, Tb PFK block 0%, TRPV1 agonist 27, VP16 counter 23%, Rab9 prom act 1% and FLuc counter inconclusive.
